High-throughput results from PubChem.
PERK inh: inhibitors of human PERK kinase; Q9NZJ5; CHO PERK-DD fusion, SEAP luminescence translation reporter; inhibition, % at 5.6 µM; 220,000 tested, 0.17% active; AID 1416;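 active = inhibition above the mean inhibition of all tested compounds plus 3 SD, set separately per screening campaign, cut at about 2.9% in these data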;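 note: PERK kinase domain activated by AP20187 dimerizer at 100 nM; 0% = DMSO with dimerizer and 100% = rapamycin at 8.4 µM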
Furin inh: human furin inhibition; P09958; purified furin, fluorogenic substrate cleavage; inhibition, % at 30 µM; 220,000 tested, 0.061% active; AID 463115; in the data active = inhibition above about 25%; note: inactives centre near -15
Thrombin inh: inhibitors of human thrombin; inhibition, % at 5 µM; 220,000 tested, 0.26% active; AID 1046; P00734; alpha-thrombin, Boc-VPR-AMC fluorogenic substrate cleavage;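 active = inhibition at or above 40%; inactive = inhibition below 40%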;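 note: 0% = enzyme with no compound and 100% = wells without enzyme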
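System – human alpha-thrombin · Medium – pH 7.5 Tris (50 mM) with NaCl 150 mM, Tween 20 0.05% · Compound – single-point dosing at 5 µM, 0.2% DMSO · Incubation – enzyme reaction carried out at room temperature · Technique – fluorescence of released AMC, ex 355 nm, em 460 nm · Read-out basis – % inhibition of thrombin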
FXIIa inh 1536: inhibitors of human coagulation factor XIIa; P00748; 220,000 tested, 0.3% active; inhibition, % at 5 µM; purified FXIIa, Boc-QGR-AMC fluorogenic substrate, 2 h; AID 800; in the data active = inhibition above about 40%;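 note: 0% = enzyme with no compound and 100% = blank without enzyme; many of its hits are not listed in these tables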
p97 ATPase inh: inhibitors of human p97 ATPase | recombinant p97 ATPase, Kinase-Glo ATP luminescence, 3 h | P55072 | inhibition, % at 8 µM | 220,000 tested, 0.42% active | AID 1481; in the data active = inhibition above about 15%;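 note: 0% = DMSO vehicle and 100% = wells lacking enzyme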
Target sequence (P55072 whole entry, looked up): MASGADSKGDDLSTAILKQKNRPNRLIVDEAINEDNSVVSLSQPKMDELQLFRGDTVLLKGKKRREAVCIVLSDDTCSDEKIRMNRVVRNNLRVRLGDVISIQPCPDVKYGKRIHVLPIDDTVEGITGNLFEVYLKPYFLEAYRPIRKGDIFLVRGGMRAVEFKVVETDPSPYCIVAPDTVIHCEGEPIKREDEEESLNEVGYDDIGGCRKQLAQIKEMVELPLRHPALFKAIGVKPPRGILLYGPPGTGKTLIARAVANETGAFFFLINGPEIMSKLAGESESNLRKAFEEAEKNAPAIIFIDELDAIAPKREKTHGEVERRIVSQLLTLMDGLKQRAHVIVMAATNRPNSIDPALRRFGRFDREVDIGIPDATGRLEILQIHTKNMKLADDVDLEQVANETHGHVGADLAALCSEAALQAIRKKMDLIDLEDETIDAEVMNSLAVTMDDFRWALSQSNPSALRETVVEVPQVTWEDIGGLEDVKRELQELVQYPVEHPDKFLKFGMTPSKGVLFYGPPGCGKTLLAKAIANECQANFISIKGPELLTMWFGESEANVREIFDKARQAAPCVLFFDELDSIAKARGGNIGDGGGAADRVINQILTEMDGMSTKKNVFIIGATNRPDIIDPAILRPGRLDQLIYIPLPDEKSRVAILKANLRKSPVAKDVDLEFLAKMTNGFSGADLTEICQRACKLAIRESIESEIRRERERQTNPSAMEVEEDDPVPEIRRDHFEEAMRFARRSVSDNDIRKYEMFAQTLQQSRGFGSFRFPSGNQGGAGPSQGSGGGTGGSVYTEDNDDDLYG
KCC2 mod: modulates chloride dependent transport by human KCC2 | Q9H2X9 | KCC2 cells, thallium flux FluoZin-2 fluorescence | B-score of Tl+ flux slope (higher = more flux/activation; lower = inhibition) at 10 µM | 190,000 tested, 2.2% active | AID 1456;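 active = thallium flux slope and its plate-corrected score both differing from the plate sample mean at a set confidence after two filtering rounds, in either direction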;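 note: slope of fluorescence scaled to starting intensity during 10 to 20 s after thallium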
hK5 inh: inhibitors of human kallikrein 5. recombinant hK5, fluorogenic AMC substrate cleavage. 210,000 tested, 0.59% active. inhibition, % at 5 µM;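 active = inhibition of 40% or more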;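 note: 0% = enzyme controls without compound and 100% = no-enzyme blanks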
Target sequence (Q9Y337 67-293 limits assumed): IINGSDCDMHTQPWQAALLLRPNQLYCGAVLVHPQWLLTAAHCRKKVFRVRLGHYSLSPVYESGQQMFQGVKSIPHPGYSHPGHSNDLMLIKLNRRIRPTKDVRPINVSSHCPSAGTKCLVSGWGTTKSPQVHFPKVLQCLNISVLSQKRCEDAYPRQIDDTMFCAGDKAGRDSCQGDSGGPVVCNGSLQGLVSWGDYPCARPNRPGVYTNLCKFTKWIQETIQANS
FXIa inh 1536: blocks human coagulation factor XIa protease activity | P03951 | purified FXIa, Boc-Glu-Ala-Arg-AMC fluorogenic substrate | inhibition, % at 5 µM | 220,000 tested, 0.14% active;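 active = inhibition of at least 40%; inactive = inhibition below 40%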;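 note: fluorescence of freed AMC excited at 355 nm; 0% = enzyme without compound and 100% = no enzyme blank; many of its hits are not listed in these tables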
Wee1 degr inh: inhibitors of human Wee1 degradation; P30291; HeLa Luc-Wee1K328M stability, luciferase luminescence; 100% = proteasome inhibitor MG132 effect; reporter increase, % at 5 µM; 220,000 tested, 1.2% active; AID 1321;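 active = activation above the mean of all tested compounds plus 3 SD, set per screening run, cut at about 8.8% in these data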;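 note: cells exposed to compound for 20 h before luminescence read; 0% = DMSO alone and 100% = MG132 at 30 µM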
Numbers without * were called inactive; nt = not tested or not shown; [ ] = another dose, or the depositor's remark.

SMILES | PERK inh | Furin inh | Thrombin inh | FXIIa inh 1536 | p97 ATPase inh | KCC2 mod | hK5 inh | FXIa inh 1536 | Wee1 degr inh
COCc1[nH]nc2c1C1(CCC3(CC1)OCCO3)C(C#N)=C(N)O2 | 1.3 | -27 | -2 | 10 | 4 | 1.3 | -23 | -7 | 1
O=C(/C=C/c1ccc(Cl)c([N+](=O)[O-])c1)c1cccnc1 | -0.3 | -13 | -4 | 13 | 0 | 0.33 | 5 | 12 | -3
Cc1nn(-c2ccccc2)c2c1C1(C(=O)N3c4c(cccc41)C(C)CC3(C)C)C(C#N)=C(N)O2 (stereo not drawn) | -1.1 | -23[20 µM] | 10 | 2 | 4 | 0.048 | -2 | 12 | 1
CC(=O)c1sc(NS(=O)(=O)c2ccc(C)cc2)nc1C | 0.8 | -11 | -1 | 4 | -5 | 0.22 | -10 | -7 | 1
O=C(COC(=O)c1cc([N+](=O)[O-])ccc1NCc1ccccc1)NCc1ccccc1Cl | 0.8 | -8 | -1 | 4 | -8 | -3.4 | -5 | 7 | -1
O=C1N(c2cccc3ccccc23)C(c2ccccc2)N2CCCN12 (stereo not drawn) | -0.2 | -9 | -1 | 12 | -3 | 0.32 | -8 | 10 | -1
NNC(=O)c1snnc1-c1ccccc1 | 1.5 | -18 | -6 | 9 | 7 | -0.44 | 2 | 2 | 2
O=C(COC(=O)c1ccc(Cl)c(S(=O)(=O)N2CCCC2)c1)NC1CCCC1 | 0.3 | -11 | 2 | -13 | 4 | nt | 6 | 1 | -3
O=C(NCCC1=CCCCC1)C1CCC(CNS(=O)(=O)c2ccccc2)CC1 (stereo not drawn) | -1.5 | -8 | 29 | 17 | -11 | -0.81 | 31 | 6 | -3
CC(C)Oc1ccc(C(=O)NNC(=O)c2ccccc2C(=O)O)cc1 | 0.4 | -17 | -8 | 5 | -1 | 0.91 | -7 | -6 | 3
Cc1ccccc1-c1nnn(CC(=O)Nc2cccc(S(N)(=O)=O)c2)n1 | 0.2 | -30 | 9 | 10 | 7 | 0.75 | -3 | -2 | -1
COc1ccc(C(=O)Nn2cc3c(c2-c2ccccc2)c(=O)n(C)c(=O)n3C)cc1 | -1.0 | -15[20 µM] | -1 | 8 | 0 | -0.01 | -24 | 9 | 1
Cc1nc([N+](=O)[O-])c(NCCO)n1Cc1ccccc1 | 0.4 | -12 | 0 | 1 | 2 | -0.13 | -23 | -4 | 1
CN(Cc1nc2ccccc2n1C)C(=O)c1cccs1 | 0.7 | -9[20 µM] | 1 | 5 | 4 | -0.39 | -13 | 9 | -2
CCCOC(=O)/C(C)=N\NC(=O)c1ccco1 | 0.7 | -31[20 µM] | -5 | 11 | 1 | 0.72 | -47 | 4 | 1
c1csc(-c2nc(-c3ccc(-c4ccon4)s3)no2)c1 | 0.3 | -11 | -3 | 4 | 6 | -0.35 | 3 | -14 | 6
O=C(NC1CCCCC1)C(c1ccncc1)N(Cc1ccc2c(c1)OCO2)C(=O)c1cnsn1 (stereo not drawn) | -0.7 | -10[20 µM] | 4 | 21 | 2 | -0.15 | -4 | 10 | -1
Cc1cc(C)cc(OCc2ccc(C(=O)N3N=C(C(F)F)CC3(O)C(F)F)o2)c1 (stereo not drawn) | 0.7 | -19[20 µM] | -2 | 1 | 1 | -0.47 | -4 | -6 | 3
O=C(CSc1nnc2n(C3CCCCC3)c(=O)c3ccccc3n12)OC1CCCCC1 | 0.6 | -23 | 2 | 26 | 5 | -0.51 | 12 | -2 | -1
Nc1c(C(=O)NCc2ccco2)c2nc3ccccc3nc2n1CCc1ccccc1F | -1.0 | -9[20 µM] | -4 | 3 | 8 | 0.99 | 0 | 1 | 4
Fc1ccc(C(Nc2ccccn2)c2c[nH]c3ccccc23)cc1 (stereo not drawn) | 0.3 | -22 | -31 | 4 | 5 | 0.094 | -7 | -8 | -1
O=C(CCc1nc(-c2ccccc2Cl)no1)NCC1CCCO1 (stereo not drawn) | 0.5 | -16 | -3 | 4 | -4 | 0.69 | 3 | -9 | -1
Cc1cnc(NC(=O)CN2C(=O)C3CC=CCC3C2=O)s1 (stereo not drawn) | -0.1 | -8 | -3 | 9 | 5 | 0.22 | -18 | -3 | -3
CCOC(=O)c1ccc2c(c1)nc(-c1ccc(F)cc1)c1nccn12 | 1.2 | -38 | -1 | 1 | -4 | 0.42 | -8 | 2 | 3
Cn1cccc1CC(=O)N/N=C/C(Cl)=C/c1ccccc1 | 0.7 | -2 | -10 | 7 | -3 | -0.2 | 1 | -7 | -2
Cc1noc(C)c1-c1nc(CSc2ccc(Cl)cc2)no1 | 1.1 | -15 | -13 | 1 | 3 | -0.79 | -1 | 0 | 8
O=C(CN1C(=O)/C(=C/c2ccccc2F)Sc2ccccc21)N1CCN(c2ccccn2)CC1 | -0.1 | -21 | -4 | 11 | -1 | -0.54 | 1 | 1 | -1
CCC1(CC)C(=O)N(C)C(=O)NC1=NCc1ccccc1 | -0.2 | -21[20 µM] | -2 | 8 | 2 | 0.74 | 5 | -19 | 0
CC(=O)c1ccc(N(C(=O)Cn2nnc(-c3ccccc3)n2)C(C(=O)NC2CCCCC2)c2ccccn2)cc1 (stereo not drawn) | 0.6 | -9 | -14 | 2 | 4 | 0.22 | -24 | -5 | 2
Cc1ccc(-n2nnnc2SCC(=O)Nc2sc(C)c(C)c2C#N)cc1C | 0.6 | -10[20 µM] | -10 | 11 | 1 | 1.4 | -10 | -6 | -4
CCCCCc1nnc(NC(=O)OCCC)s1 | 0.0 | -19 | -6 | 0 | -3 | 0.11 | -6 | -12 | -2
CCCCn1c(N)c(N(CC)C(=O)CSc2nnnn2-c2cc(C)ccc2C)c(=O)[nH]c1=O | 0.3 | -16 | -8 | 0 | 6 | 0.74 | -7 | -2 | -2
OC(CNCc1cccc(Br)c1)c1ccccc1 (stereo not drawn) | 0.4 | -9 | -4 | 1 | -2 | 0.42 | 1 | -6 | 1
Cc1ccc(CNC(=O)CCS(=O)(=O)c2cccc3nonc23)cc1 | 0.2 | -10 | -4 | -10 | -6 | 0.018 | -13 | 6 | -1
C#Cc1ccc([C@@H]2C=C(C(=O)Nc3ccccc3)O[C@H](OCC)[C@H]2CCCO)cc1 | 1.3 | -25 | 0 | 4 | 3 | -0.37 | -2 | 0 | -2
COc1ccc(/C=C/C(=O)c2ccc3c4c(cccc24)CC3)cc1 | 1.0 | -4 | -4 | 13 | 3 | 0.83 | -2 | 7 | 1
COc1c(O)cccc1/C=N/NC(=O)Cn1ccnc1C | 1.2 | -13 | 1 | 7 | 0 | 0.1 | -14 | 1 | -1
CCOC(=O)c1c(NC(N)=O)nc2n1CCC2 | 0.5 | -1 | -1 | -1 | 3 | 1.3 | -13 | -7 | -1
CN1C(=O)CC(N2CCN(C(=O)c3ccccc3)CC2)C1=O (stereo not drawn) | 0.1 | -17[20 µM] | -11 | 14 | 6 | -0.46 | -13 | 3 | -2
CCCCNS(=O)(=O)/C=C/c1ccccc1 | 0.2 | -7 | 0 | 8 | -3 | 0.76 | 2 | 12 | 0
COc1ccc(CN2C(=O)c3ccccc3C(/C=N\OCc3ccc(F)cc3)C2=O)cc1 (stereo not drawn) | -0.6 | -18[20 µM] | 3 | 13 | -2 | nt | -5 | 7 | -2
C/C=C/C=C/C(=O)Nc1nccs1 | 0.6 | -12 | 3 | 16 | 3 | 0.2 | -2 | 12 | 11*
Cc1cc(C(=O)N2CCN(c3ncccn3)CC2)c(C)o1 | 0.3 | -12[20 µM] | -1 | 9 | 2 | 1.4 | -28 | -18 | -2
Cc1cc(C)c(C(=O)COC(=O)CCNS(=O)(=O)c2c(Cl)cccc2Cl)cc1C | 0.3 | 1 | -7 | 7 | -8 | -0.8 | -14 | 6 | 2
COc1cccc(-c2ccc(SCC(=O)c3ccccc3)nn2)c1 | 0.6 | -14 | -10 | 1 | -1 | 0.84 | -4 | -4 | 4
COC(=O)C1SCC2C(=O)N(Cc3ccc(Cl)cc3)CC(=O)N21 (stereo not drawn) | -0.6 | -4 | -8 | 4 | -8 | -0.15 | -5 | -3 | 0
Cc1ccc2nc(-c3ccc(NC(=O)COC(=O)c4ccco4)cc3)sc2c1 | 0.3 | 1 | -13 | 2 | 0 | -2.7 | -7 | -7 | 0
CCN(CC)c1ccc(NC(=S)NC(=O)Cc2ccccc2)cc1 | -1.0 | -15 | -3 | 8 | -2 | 4.3 | 29 | 30 | -2

Record cards, from the list above:
COc1ccc(CN2C(=O)c3ccccc3C(/C=N\OCc3ccc(F)cc3)C2=O)cc1 (stereo not drawn) as listed: PERK inh = -0.6; Furin inh = -18[20 µM]; Thrombin inh = 3; FXIIa inh 1536 = 13; p97 ATPase inh = -2; KCC2 mod = nt; hK5 inh = -5; FXIa inh 1536 = 7; Wee1 degr inh = -2
COc1cccc(-c2ccc(SCC(=O)c3ccccc3)nn2)c1 as listed: PERK inh = 0.6; Furin inh = -14; Thrombin inh = -10; FXIIa inh 1536 = 1; p97 ATPase inh = -1; KCC2 mod = 0.84; hK5 inh = -4; FXIa inh 1536 = -4; Wee1 degr inh = 4

Further results
SMILES | PERK inh | Furin inh | Thrombin inh | FXIIa inh 1536 | p97 ATPase inh | KCC2 mod | hK5 inh | FXIa inh 1536 | Wee1 degr inh
CCc1nc(OCCN(C)C)c2oc3ccccc3c2n1 | -1.2 | -12 | 22 | 21 | -5 | nt | 43* | 21 | -1
CCOc1ccc(C(c2c(NC(=O)c3ccccc3)sc(C)c2C)N2CCN(C)CC2)cc1 (stereo not drawn) | -0.6 | -5 | -6 | 1 | -2 | 0.83 | -1 | 1 | -2
CCOC(=O)C1=NOC2COC3(CCN(c4ncccn4)CC3)OCC12 (stereo not drawn) | -0.3 | -17 | -7 | 10 | 5 | 1 | -5 | -2 | -2
CN(C)C=NC(=O)c1cc(C(=O)c2ccccc2)c[nH]1 | 0.6 | -25 | 1 | 0 | 3 | 0.59 | -11 | 0 | 0
Cc1ccc(N=Cc2c(O)n(-c3cc(Cl)ccc3N3CCOCC3)c(=O)c3ccccc23)cc1C | -1.3 | -24[20 µM] | -1 | 17 | -3 | -0.081 | -14 | 4 | -1
Cc1ccc(S(=O)(=O)c2c(C)cc(C)nc2Oc2cccc(C)c2C)cc1 | 0.8 | -12 | -2 | 8 | -1 | nt | 35 | -2 | -1
Cc1ccc(S(=O)(=O)c2c(COC(=O)c3ccccc3Cl)c(-c3ccccc3)nn2C)cc1 | -0.8 | -19[20 µM] | 2 | 7 | 2 | 0.21 | 4 | 3 | 2
O=C1c2ccccc2-c2cccc(C(=O)N3CCCCCC3)c21 | -1.4 | -24 | 0 | 5 | 2 | -0.5 | -8 | 2 | -2
CCC(=O)N1CCC2(CC1)Oc1ccc(F)cc1C(=O)C21CC(c2cccnc2)=NO1 (stereo not drawn) | nt | -24 | 0 | 9 | nt | -0.39 | 0 | 0 | nt
Cc1cccc(COc2ccc(/C=N/NC(=O)c3nnn(-c4nonc4N)c3COc3ccc(F)cc3)cc2)c1 | -0.4 | -30 | -7 | 1 | 6 | 1.4 | -5 | 0 | -2
Cc1ccc(NC(=O)c2ccccn2)cc1S(=O)(=O)N1CCOCC1 | 0.2 | -26 | -8 | 6 | -2 | 1.6 | -4 | -7 | 0
Cc1cc2cc(CNC(=O)Cc3ccc([N+](=O)[O-])cc3)ccc2[nH]1 | 1.1 | -27 | -13 | 3 | 10 | 1 | -3 | 0 | 3
CC(Cl)C(=O)c1c(N)n(C)c(=O)n(C)c1=O (stereo not drawn) | 0.7 | -8[20 µM] | -2 | 10 | 3 | -0.67 | -4 | -6 | 1
Cc1ccc(S(=O)(=O)NC(=O)NCc2ccccc2)cc1 | 0.4 | -27[20 µM] | 3 | 6 | 1 | 0.43 | -22 | -9 | 2

The order is random, and some 4.4% of all compounds hit somewhere here.
